Bioassay records as filed in PubChem.
GRIN3A LBD mod – modulates the human NR3A ligand-binding domain; hit rate 2.5% among 340,000; Tm shift relative to glycine control, % at 25 µM; NR3A LBD differential scanning fluorimetry, Tm shift; 0% = protein alone, 100% = glycine-bound protein; AID 1259313;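 active means melting temperature shift of at least 10% of the positive control shift, at one fixed dose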
XBP1 UPR activ – adaptive UPR (XBP1) activation | CHO-XBP1 luciferase reporter, IRE1-XBP1 UPR activation, luminescence; percent of tunicamycin response, DMSO as zero | activation, % at 20 µM | hit rate 0.33% among 330,000 | AID 463104;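 active means versus positive control, 20 µM dose yields 30% or more activation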;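 further: 100% = tunicamycin at 10 µg/mL and 0% = DMSO only wells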
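assay system = CHO-XBP1 luciferase reporter cells | amount = 1000 cells/well | buffer or medium = F12 plus 10% FBS | compound dosing = single point, 20 µM final compound, 1% DMSO | incubation = 16-18 h cell attachment at 37 °C, then 6 h compound exposure | detection = Steady-Glo luminescence read | controls = tunicamycin 10 µg/mL and vehicle-only wells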
tim10-1 inh – growth inhibitors of tim10-1 mutant yeast; S. cerevisiae tim10-1 ts strain growth, BacTiter-Glo, 24 h; inhibition, % at 20 µM; hit rate 2.2% among 330,000; AID 463190;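 active means inhibition of at least 40%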;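 further: mutant grown at 25 °C; 0% = DMSO wells with yeast and 100% = wells holding no yeast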
Mdm2-MdmX inh – disrupts the human Mdm2-MdmX interaction. O15151+Q00987. SaOS-2 split-luciferase Mdm2/MdmX complementation, luminescence. inhibition, % at 8 µM. hit rate 3% among 330,000;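 active means inhibition of at least 50% at 8 µM in the primary screen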
CHOP UPR activ – apoptotic UPR (CHOP) activation; AID 449763; hit rate 0.34% among 330,000; CHO-CHOP luciferase reporter, luminescence; percent of tunicamycin response over DMSO baseline; activation, % at 10 µM;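 active means at 10 µM dose, activation of 40% or more, normalized to positive control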;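 further: 100% = tunicamycin at 10 µg/mL and 0% = DMSO alone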
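System: CHO-CHOP luciferase reporter cell line | Buffer or medium: F12 medium containing 10% fetal bovine serum | Doses: One dose, 10 µM in 0.5% DMSO | Times: 6 h compound exposure at 37 °C after overnight seeding | Signal: Luciferase luminescence | Read-out: % activation vs tunicamycin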
NALP3 yeast inh – blocks the NALP3 inflammasome reconstituted in yeast | Yeast reconstituted NLRP3/ASC/caspase-1, beta-gal luminescence, 24 h | inhibition, % at 10 µM | hit rate 0.39% among 330,000;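 active means inhibition of 50% or more; inactive means inhibition below 50%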;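 further: plate controls were induced DMSO wells for no effect and uninduced yeast grown without galactose for full effect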
TIM10 inh – TIM10 yeast growth inhibition; S. cerevisiae TIM10 strain growth, BacTiter-Glo luminescence, 24 h; inhibition, % at 10 µM; hit rate 1.4% among 330,000;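 active means inhibition of 40% or more at the single tested concentration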;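 further: wild-type TIM10 isogenic control strain grown at permissive 25 °C; 0% = DMSO yeast wells and 100% = minimal medium wells without yeast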
tim23-1 inh – inhibits growth of tim23-1 mutant yeast. inhibition, % at 20 µM. S. cerevisiae tim23-1 growth, BacTiter-Glo luminescence, 24 h. hit rate 1.3% among 330,000;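 active means growth inhibition of the mutant yeast at or above 50%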;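 further: temperature-sensitive mutant grown at 25 °C; plate controls were DMSO-treated mutant yeast for no effect and medium wells lacking yeast for full effect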
APJ ag – agonists of human APJ apelin receptor; CHO-K1 APJ PathHunter beta-arrestin, luminescence; 0% DMSO wells, 100% apelin; activation, % at 20 µM; hit rate 0.11% among 330,000; AID 2520;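 active means activation more than six SD over the plate average, tested at 20 µM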;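 further: 0% = DMSO alone and 100% = apelin-13 at 10 nM; some results filed as inactive read as strong as hits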
Target sequence (P35414 whole entry, looked up): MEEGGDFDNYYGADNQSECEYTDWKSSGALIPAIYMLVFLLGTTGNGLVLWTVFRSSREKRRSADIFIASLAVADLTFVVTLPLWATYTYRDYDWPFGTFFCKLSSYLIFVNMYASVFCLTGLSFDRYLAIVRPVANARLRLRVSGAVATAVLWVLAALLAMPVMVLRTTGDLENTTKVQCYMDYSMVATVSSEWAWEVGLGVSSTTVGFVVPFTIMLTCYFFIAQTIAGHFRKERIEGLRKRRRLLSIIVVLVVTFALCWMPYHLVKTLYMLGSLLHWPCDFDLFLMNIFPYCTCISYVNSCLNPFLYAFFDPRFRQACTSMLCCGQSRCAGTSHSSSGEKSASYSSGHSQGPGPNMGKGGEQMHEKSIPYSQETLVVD
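Assay system: CHO-K1 cells stably expressing ProLink-tagged human APJ and arrestin–beta-gal acceptor. Compound dosing: 20 µM single point, 1% DMSO. Times: 16-18 h seeding, 90 min dark compound exposure, 60 min detection. Detection: beta-gal luminescence. Evaluation: APJ–arrestin association signal. Controls: negative DMSO alone, positive Apelin-13 at 10 nM.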
* marks the source's active call; other numbers are inactive results; nt = not tested or not shown.

Below each SMILES: NALP3 yeast inh, tim10-1 inh, TIM10 inh, XBP1 UPR activ, CHOP UPR activ, Mdm2-MdmX inh, APJ ag, GRIN3A LBD mod, tim23-1 inh
> COc1ccc(-n2c(=S)[nH]c3cc(C(=O)NCc4ccccc4)ccc3c2=O)c(OC)c1
 : 21, 14, -3, 0, -0.9, -3, -3, -5, 12
> c1ccc(N/N=C(\Cc2ncc[nH]2)c2ccccc2)cc1
 : 6, 13, 20, -1, 1.3, 15, -4, -2, 21
> CC1CCN(C(=O)CSc2nc3c(c(=O)n2C)SCC3)CC1
 : 16, 19, 10, -3, 2.1, -20, 4, -11, 16
> CCN1CCN(c2ccc(S(=O)(=O)N3CCOCC3)cc2NC(=O)c2cccc([N+](=O)[O-])c2)CC1
 : 10, 5, 8, -2, -0.5, 21, -2, 4, 14
> O=C(Nc1ccc(Cl)cc1)N1CCN(c2ccccc2)CC1
 : 27, -12, -19, -1, 1.4, 1, 4, -1, -1
> Cc1ccc(S(=O)(=O)NCc2ccc(N3CCN(C(=O)OC(C)(C)C)CC3)cc2)cc1
 : -1, 1, -5, -6, 1.8, 21, 7, 1, 5
> O=C(Nc1nc(-c2ccc(Cl)s2)cs1)c1ccccc1
 : 24, 15, 4, 5, 3.3, -19, 4, 15*, 22
> CCN(CC)C(=O)Oc1cc2c(-c3cc4cccc(OC)c4o3)cc(=O)oc2cc1C
 : 14, 27, 1, -4, 2.8, 26, -1, -18, 17
> Cc1cccc(N2CCN(CCCNC(=O)c3ccc(NC(=O)C4=CSCCO4)cc3)CC2C)c1 (centres undefined)
 : 6, 11, -6, -3, 0.2, 41, -1, -9, 10
> COc1ccc(CN2CCN(c3ncccn3)CC2)c(C)c1C
 : 12, 1, -6, -6, 1.4, 22, -1, 0, 17
> CCCCN(CC)c1nc(N)c(C#N)c(CC#N)c1C#N
 : 8, 21, 17, 3, 0.3, 5, -9, -7, -3
> COc1ccc(N(CC(=O)NCC2CCCO2)S(=O)(=O)c2ccc(C)cc2)cc1OC (centres undefined)
 : 11, 2, 6, -1, -2.2, -12, -1, -2, 18
> O=C(NNS(=O)(=O)c1ccc(F)cc1)C1CCCCC1
 : 8, -5, -9, -1, 1.9, 12, 1, -1, -2
> CC(C)c1ccc(C2CC(=O)c3cnc(N4CCc5ccccc5C4)nc3C2)cc1 (centres undefined)
 : 7, 25, 4, 1, 0.7, -10, 1, 2, 14
> COCCCNC(=O)Cc1c(C)c2c(cc(C)c3c(C(C)(C)C)coc32)oc1=O
 : -4, 28, 14, 7, 2.2, 50, 5, -1, 36
> O=C1CCN(C(=S)NCc2ccccc2)CC1
 : -3, 4, -15, -3, 0.9, 4, -2, 1, 7
> O=C(O)Cc1ccc(NC(=S)Nc2cccc(Cl)c2Cl)cc1
 : 2, -10, -2, -2, -0.9, -9, -1, -3, 3
> O=C(COc1ccc(Cl)cc1[N+](=O)[O-])N1CCCCCC1
 : 12, 22, 8, 13, 1.0, -2, -3, 0, 16
> O=S(=O)(Nc1nccs1)c1ccc(NS(=O)(=O)c2cccs2)cc1
 : 18, -9, 8, -1, -0.9, 16, -4, 2, 4
> CS(=O)(=O)N1CCN(C(=O)COc2ccc3ccccc3c2)CC1
 : -6, 5, 0, 0, 0.2, 16, -1, 0, 3
> O=C(CCc1nc2ccccc2c(=O)[nH]1)NCc1cccc(Cl)c1
 : 5, 12, -3, -1, -1.2, 18, -6, 0, 5
> CC1(C)CC(=O)C2=C(C1)Nc1cc3c(cc1C2c1ccc(F)cc1)OCO3 (centres undefined)
 : 11, 11, 8, 0, 2.0, 15, 3, -10, 0
> CCn1cc(CN2CCC(C(=O)Nc3cccc(-c4cccc(Cl)c4)c3)CC2)c(C)n1
 : 11, 0, 13, 2, 0.8, 87*, 6, 0, -5
> O=C1CCCN1C(=O)COc1ccc([N+](=O)[O-])cc1
 : 21, -6, 3, -3, -1.2, -5, 0, -1, -10
> O=C1CCCC2=C1C(c1cccc(Br)c1)n1nc(-c3ccco3)nc1N2 (centres undefined)
 : 27, -12, 5, -3, -0.5, 21, -1, 0, -10
> Cc1ccc[n+](CC(=O)c2ccccc2)c1
 : -9, 26, 12, -8, -0.3, -17, -2, nt, 22
> COc1cc2c(cc1OC)CN(C(=O)CCCN1C(=O)c3ccccc3C1=O)CC2
 : 8, 18, 2, -3, -1.5, -14, -3, -2, 5
> COc1ccc2nc3c(cc2c1)c(NC(=O)CC(C)C)nn3CC(C)C
 : -1, 7, -14, -3, -0.4, -14, -1, 1, 14
> O=C(/C=C/c1ccc(-c2ccccc2[N+](=O)[O-])o1)c1ccc(F)cc1
 : 9, 35, 28, 5, 0.0, 7, 3, -3, 26
> COc1cccc(NC2=C(NCCO)C(=O)c3ccccc3C2=O)c1
 : 16, 14, 14, 0, 3.5, 9, -1, -1, 25

Continued, overlapping the part above by 2 compounds.
Below each SMILES: NALP3 yeast inh, tim10-1 inh, TIM10 inh, XBP1 UPR activ, CHOP UPR activ, Mdm2-MdmX inh, APJ ag, GRIN3A LBD mod, tim23-1 inh
> O=C(/C=C/c1ccc(-c2ccccc2[N+](=O)[O-])o1)c1ccc(F)cc1
 : 9, 35, 28, 5, 0.0, 7, 3, -3, 26
> COc1cccc(NC2=C(NCCO)C(=O)c3ccccc3C2=O)c1
 : 16, 14, 14, 0, 3.5, 9, -1, -1, 25
> Cc1ccc(F)cc1NC(=O)c1cnccn1
 : 19, -17, -3, 0, -1.6, -6, -2, 0, 3
> COc1ccc(NC(C)=O)cc1NC(=O)c1cccc(S(=O)(=O)N2CCc3ccccc32)c1
 : 19, 5, 2, 0, 2.2, -10, -3, 2, 6
> CSc1ccccc1NC(=O)c1ccc([N+](=O)[O-])cc1
 : 24, 0, 5, 0, 1.3, -2, -2, 0, 6
> O=C(CCCOc1cccc(Br)c1)NCCOc1ccccc1
 : 24, -28, 19, -5, 1.7, 11, -2, 0, 30
> O=c1[nH]c(CN2CCN(Cc3ccc4c(c3)OCO4)CC2)nc2ccccc12
 : 14, 1, -8, 1, 0.5, -11, 0, 0, 9
> COc1ccc(OC)c(C(c2nnnn2CCc2ccccc2)N2CCN(c3ccccc3)CC2)c1 (centres undefined)
 : 5, 31, 16, -1, 1.8, 4, -6, 1, 2
> O=S(=O)(c1cccs1)N1CCN(CC(O)COc2cc(Cl)ccc2Cl)CC1 (centres undefined)
 : 22, 38, 34, -3, 2.6, 15, 0, -16, 4
> Cc1cc(C)n(-c2ccc(C(=O)NCc3cccs3)cc2)n1
 : 13, 26, -21, 2, -2.0, 8, -3, -3, 13
> Cc1ccc(S(=O)(=O)NCc2ccccc2)cc1
 : 3, 27, 9, -4, 2.0, 1, -3, -1, 27
> O=C1C2C3C=CC(C4CC34)C2C(=O)N1/N=C/c1cccs1 (centres undefined)
 : 6, -6, -18, 1, 1.1, 6, 2, 2, 5
> CCCC(c1nnnn1C1CCCCC1)N1CCN(C2CCCC2)CC1 (centres undefined)
 : 16, -7, -7, -2, -3.5, 6, -1, 2, -5
> Nc1cccnc1-n1nc(C(F)(F)F)cc1C(F)(F)F
 : -6, 3, 0, 0, -1.6, 3, -2, -1, 6
> Cc1nc2sc3c(c2c(=O)n1/N=C/c1cccnc1)CCCC3
 : -4, 14, -10, 3, -1.0, 22, -4, 0, 20
> CN=C1C([N+](=O)[O-])=CC=C2C1=NC1(CCCCC1)N2O
 : 9, 19, 15, 3, 1.6, 6, 0, 1, 24
> CCOC(=O)N1CCC(NC(=O)CC(NS(=O)(=O)c2ccc(Cl)cc2)c2ccco2)CC1 (centres undefined)
 : 10, 4, 5, -2, 1.4, 14, -1, -1, 5
> COc1cccc(NC(=O)CN(C)C(=O)c2cc(-c3ccco3)nc3ccccc23)c1
 : 4, 13, -2, -7, 4.2, 11, 5, -3, 14
> CCN1CCN(c2nc(-c3cccs3)nc3ccccc23)CC1
 : 23, 7, 7, -2, 6.4, -23, -2, -6, 2
> O=C(NCc1ccc(F)cc1)C1CCC(CNS(=O)(=O)c2cccs2)CC1 (centres undefined)
 : 2, 20, -13, 1, -0.3, -2, 2, 0, 2
> C=CCn1c(O)c(N=NC(=S)Nc2ccccc2F)c2ccccc21
 : 12, 47*, 46*, 3, 19, 76*, -3, -4, 14
> CCN1CCN(S(=O)(=O)c2ccc(Cl)c(C(=O)N(CC)CC(=O)Nc3ccc(OC)cc3)c2)CC1
 : 4, -10, -1, -5, 2.7, 14, -2, 1, -4
> COc1cccc(NC(=O)C2=COCCO2)c1
 : 23, 6, -8, -2, 5.9, 4, -5, 2, 19
> CC1CCN(C(=O)C2CCC(C)(C(=O)O)C2(C)C)CC1 (centres undefined)
 : 17, 5, -3, 0, 0.4, -27, 0, -1, 8
> COCc1cc(=O)n2[nH]c(C(F)(F)F)nc2n1
 : 2, 4, -3, -7, -2.2, 14, -3, -2, 15

Shown in markdown: part of the list above.
| SMILES | NALP3 yeast inh | tim10-1 inh | TIM10 inh | XBP1 UPR activ | CHOP UPR activ | Mdm2-MdmX inh | APJ ag | GRIN3A LBD mod | tim23-1 inh |
| --- | --- | --- | --- | --- | --- | --- | --- | --- | --- |
| O=c1[nH]c(CN2CCN(Cc3ccc4c(c3)OCO4)CC2)nc2ccccc12 | 14 | 1 | -8 | 1 | 0.5 | -11 | 0 | 0 | 9 |
| COc1ccc(OC)c(C(c2nnnn2CCc2ccccc2)N2CCN(c3ccccc3)CC2)c1 (centres undefined) | 5 | 31 | 16 | -1 | 1.8 | 4 | -6 | 1 | 2 |
| O=S(=O)(c1cccs1)N1CCN(CC(O)COc2cc(Cl)ccc2Cl)CC1 (centres undefined) | 22 | 38 | 34 | -3 | 2.6 | 15 | 0 | -16 | 4 |
| Cc1cc(C)n(-c2ccc(C(=O)NCc3cccs3)cc2)n1 | 13 | 26 | -21 | 2 | -2.0 | 8 | -3 | -3 | 13 |
| Cc1ccc(S(=O)(=O)NCc2ccccc2)cc1 | 3 | 27 | 9 | -4 | 2.0 | 1 | -3 | -1 | 27 |
| O=C1C2C3C=CC(C4CC34)C2C(=O)N1/N=C/c1cccs1 (centres undefined) | 6 | -6 | -18 | 1 | 1.1 | 6 | 2 | 2 | 5 |
| CCCC(c1nnnn1C1CCCCC1)N1CCN(C2CCCC2)CC1 (centres undefined) | 16 | -7 | -7 | -2 | -3.5 | 6 | -1 | 2 | -5 |
| Nc1cccnc1-n1nc(C(F)(F)F)cc1C(F)(F)F | -6 | 3 | 0 | 0 | -1.6 | 3 | -2 | -1 | 6 |
| Cc1nc2sc3c(c2c(=O)n1/N=C/c1cccnc1)CCCC3 | -4 | 14 | -10 | 3 | -1.0 | 22 | -4 | 0 | 20 |
| CN=C1C([N+](=O)[O-])=CC=C2C1=NC1(CCCCC1)N2O | 9 | 19 | 15 | 3 | 1.6 | 6 | 0 | 1 | 24 |
| CCOC(=O)N1CCC(NC(=O)CC(NS(=O)(=O)c2ccc(Cl)cc2)c2ccco2)CC1 (centres undefined) | 10 | 4 | 5 | -2 | 1.4 | 14 | -1 | -1 | 5 |
| COc1cccc(NC(=O)CN(C)C(=O)c2cc(-c3ccco3)nc3ccccc23)c1 | 4 | 13 | -2 | -7 | 4.2 | 11 | 5 | -3 | 14 |
